Assay outcomes (PubChem BioAssay)
12-LOX inh: blocks human arachidonate 12S-lipoxygenase; hit rate 1.1% among 580,000; AID 1671190; Potency, µM (doses to about 108 µM), for inactives: top-dose activity change, negative = inhibition, hits mostly inhibitors; purified 12hLO, xylenol orange hydroperoxide absorbance; P18054; active = well fitted inhibition curve with a large enough effect; inconclusive = small, poorly fitted or top-dose-only effect, or another doubt; inactive = no such curve, though single readings can be large or run the other way
Target sequence (P18054 whole entry, looked up): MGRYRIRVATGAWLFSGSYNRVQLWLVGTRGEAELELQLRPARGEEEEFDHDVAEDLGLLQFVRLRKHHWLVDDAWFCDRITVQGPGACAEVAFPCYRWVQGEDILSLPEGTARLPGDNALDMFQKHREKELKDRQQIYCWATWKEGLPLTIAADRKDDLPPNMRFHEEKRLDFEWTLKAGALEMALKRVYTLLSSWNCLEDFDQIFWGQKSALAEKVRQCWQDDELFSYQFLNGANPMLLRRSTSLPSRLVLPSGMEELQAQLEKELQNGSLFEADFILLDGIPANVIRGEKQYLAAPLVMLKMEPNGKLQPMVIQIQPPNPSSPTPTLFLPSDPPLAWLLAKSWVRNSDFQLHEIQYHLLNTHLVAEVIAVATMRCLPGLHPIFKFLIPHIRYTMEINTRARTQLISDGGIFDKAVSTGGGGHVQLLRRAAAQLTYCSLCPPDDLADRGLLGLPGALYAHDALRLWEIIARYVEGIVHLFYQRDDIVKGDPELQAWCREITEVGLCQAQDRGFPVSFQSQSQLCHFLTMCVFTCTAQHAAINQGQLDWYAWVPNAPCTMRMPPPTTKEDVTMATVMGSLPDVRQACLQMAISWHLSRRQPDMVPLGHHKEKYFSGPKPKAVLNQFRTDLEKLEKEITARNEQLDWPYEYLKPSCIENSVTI
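Hydroperoxide product was detected by ferrous iron/xylenol orange as the 573 to 405 nm absorbance ratio. Arachidonic acid at 40 uM (final) was turned over for 30 min at room temperature by 150 nM human 12hLO, pH 7.0 Hepes buffer, after 15 min compound preincubation.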
An asterisk follows results filed as active; ? = inconclusive; [ ] = remark or other dose. % is set by controls: 0 for no effect and ±100 for the full control effect; potency is the fitted concentration of half-maximal effect.

Structure	12-LOX inh
COc1ccc(F)c(-c2nc(COc3ccc(-n4cnnc4)cc3)c(C)o2)c1	38%[activator]
Cc1noc([C@@H]2CC(F)(F)CN2C(=O)c2n[nH]c3ccccc23)n1	?
Cc1cn2nc(C(=O)N3CCCCC3)cc2c(N(C)Cc2ccccc2)n1	10%
Cc1nc(-c2ccccn2)n[nH]1	19%
O=C1CC(c2noc(-c3ccc(Cl)cc3)n2)CN1c1ccc(F)cc1 (stereo not drawn)	?
COc1cc(/C=C(/C#N)c2nc3ccccc3[nH]2)ccc1SC	1%
COC(=O)N1CCC2(CCCN(C(=O)Nc3ccc(OC)cc3)C2)CC1	-11%[57.4 µM]
CCC(NC(=O)c1cccs1)c1ccccc1 (stereo not drawn)	7%
Cc1ccc(C(=O)Nc2ncn(CC(=O)NCc3ccccc3)n2)cc1	-3%
CCCc1cc(C(=O)Nc2ccccc2C#N)cs1	-52%
COc1cccc(NC(=O)NC[C@H]2O[C@@H](CC(=O)N3CCc4ccccc43)[C@H](O)[C@@H]2O)c1	?
CCN(Cc1cc2ccccc2[nH]c1=O)S(C)(=O)=O	2%
Cc1ccc2[nH]c(=O)c(CCC(=O)NC3CCN(Cc4ccccc4)CC3)cc2c1	?
COc1cc(NC(=O)c2ccc(Cn3cc(Cl)cn3)cc2)ccc1OC(F)F	27%
CCCCCn1c(Br)nc2c1c(=O)n(C)c(=O)n2C	36%[activator]
O=S(=O)(NCCc1coc(-c2ccc(F)cc2)n1)c1ccccc1	?
CCC1=C(C(=O)OC)C(c2ccccc2)N2C(CC(=O)NCC3CCCO3)=CSC2=N1 (stereo not drawn)	57%[activator]
Cc1cc(C)n(C2CCN(C(=O)CCc3cc4n(n3)CCNC4)C2)n1 (stereo not drawn)	?
CN(C)C(=O)C(Sc1nncn1-c1ccccc1F)c1ccccc1 (stereo not drawn)	-33%
CCn1ncc(-c2nc3cc(S(=O)(=O)N4CCCC4)ccc3n2C)c1C	-4%
Cc1ccc2c(c1)c(C(=O)N[C@H](c1cnn(C)c1)C1CC(O)C1)nn2C (stereo partly drawn)	30%
Cc1nc(CN2C[C@H](C(=O)NCc3cccc(F)c3)C[C@@H]2c2ccc(F)cc2)cs1	-15%[176 µM]
O=C(CCCc1ccccc1)Nc1ccc(-c2nnc3n2CCCC3)cc1	44%[activator]
CCCCCNC(=O)CC(c1cccc(OC)c1OC)c1c[nH]c2ccccc12 (stereo not drawn)	17%
CC(=O)N1CCC(CC(=O)NCCc2ncc(C)n2C(C)C)CC1	6%
CCOCCCNCc1ccc(F)cc1Cl	?
O=Cc1cc(Cl)ccc1O	-57%
O=C1N[C@@H]2CCN(S(=O)(=O)c3ccccc3)[C@@H]2C(=O)N1c1ccc(Oc2ccccc2)cc1	0%
O=C(Cn1nc2c(cc1=O)CCCCC2)NC1CCCc2c1[nH]c1c(Cl)cccc21 (stereo not drawn)	28%
CC(Sc1nc(-c2ccccc2)cs1)C(=O)NC1(C#N)CCCCC1 (stereo not drawn)	?

Structures shown so far that have a Cl atom, in the order listed:
Structure	12-LOX inh
O=C1CC(c2noc(-c3ccc(Cl)cc3)n2)CN1c1ccc(F)cc1 (stereo not drawn)	?
COc1cc(NC(=O)c2ccc(Cn3cc(Cl)cn3)cc2)ccc1OC(F)F	27%
CCOCCCNCc1ccc(F)cc1Cl	?
O=Cc1cc(Cl)ccc1O	-57%
O=C(Cn1nc2c(cc1=O)CCCCC2)NC1CCCc2c1[nH]c1c(Cl)cccc21 (stereo not drawn)	28%

Arranged by value in 12-LOX inh (falling): 3 from the list above.
Structure	12-LOX inh
Cc1ccc2c(c1)c(C(=O)N[C@H](c1cnn(C)c1)C1CC(O)C1)nn2C (stereo partly drawn)	30%
COc1cc(NC(=O)c2ccc(Cn3cc(Cl)cn3)cc2)ccc1OC(F)F	27%
CCC(NC(=O)c1cccs1)c1ccccc1 (stereo not drawn)	7%

Remaining list, next part.
Structure	12-LOX inh
COCCNC(=O)[C@H]1C[C@H](Oc2ccccc2)CN1C(=O)Nc1cccc(F)c1	24%
CCc1ccccc1NC(=O)CSc1nc2nc(C)c(Br)cc2[nH]1	25%
Cc1cc2c(cc1S(=O)(=O)N1CCC(C(=O)N3CCc4ccccc43)CC1)OC(C)C(=O)N2 (stereo not drawn)	2%
CC(C)n1c(CCNC(=O)CC[C@H]2NC(=O)c3ccccc3NC2=O)nc2ccccc21	48%[activator]
CN(C)C(=O)c1ccc(Cl)cc1NS(=O)(=O)c1cc(F)ccc1F	-28%
O=C(NCc1ccc(F)c(Cl)c1)C1CCN(C(=O)c2ncn3c2COC(c2ccccc2)C3)CC1 (stereo not drawn)	41%[activator]
O=C1CC2CCCC(C1)N2C(=O)c1ccc(Cl)cc1	?
CC(C)(C)C(=O)N1CC[C@@H](CC(=O)O)[C@@H](CCN2CCN(c3cccc(C(F)(F)F)c3)CC2)C1	22%
COc1ccc(C(=O)c2cc3ccccc3o2)cc1OC	3%
COC(=O)C1=C(C)OC(N)=C(C#N)C1c1cccc(C(F)(F)F)c1 (stereo not drawn)	?
Cc1nc(-c2ccccc2)n(CC(=O)Nc2ccc(F)c(Cl)c2)c(=O)c1CCO	8%
O=C(O)C(c1c[nH]c2cc(F)ccc12)N1CCN(CCNc2cc(=O)oc3ccccc23)CC1 (stereo not drawn)	?
FC(F)(F)Oc1ccc(CNC2(Cc3cc(-c4ccccn4)on3)COC2)cc1	7%[176 µM]
Cc1c(Cl)cccc1NC(=O)C1CCN(S(=O)(=O)c2ccc(N3CCCC3=O)cc2)CC1	-24%
CC(=O)Nc1cccc(Nc2cc3c(cn2)cc(-c2cnn(C)c2)n3Cc2ccccc2)c1	-26%
CCN(Cc1nccn1C)C(=O)c1ccc(N2CCSCC2)nc1	58%[activator]
O=C(CSc1ccccc1)CSc1ccccc1	?
Cc1ccc(NC(=O)Nc2ccccc2)c(=O)n1CC(=O)N1CCN(c2ccccc2)CC1	21%
Cc1ccc(CCC(=O)N2CCC(CO)(CN3CCCC3)CC2)cc1	2%
CC(C(=O)N1CCCCCC1)N1CCC(c2nc3ccccc3o2)CC1 (stereo not drawn)	17%
O=C1NCCOCCN(S(=O)(=O)c2cccc3nsnc23)[C@@H]2CCCC[C@H]12	30%
N#Cc1c(SCC(=O)c2ccccc2)nsc1SCC(=O)c1ccccc1	?
Cc1ccc2nc(C)cc(=S)n2c1	?
CCCN(CC1CCOC1)S(=O)(=O)c1ccccc1CC (stereo not drawn)	65%[activator]
COC(=O)c1cc2n(n1)CCCN(C(=O)C1CCCCn3nnnc31)C2 (stereo not drawn)	-2%
CCC(CC)C(=O)NC1CCN(c2cnn(CCOC)c(=O)c2)CC1	?
COC(=O)c1ccc(CNC(=O)C(C)(C)c2ccccc2)cc1	4%
COc1cc(C(=O)Oc2ccccc2C#N)cc(Br)c1OCc1ccccc1	-39%
COc1cccc(CC(=O)N2CCC3(CC2)CN(C2CCC2)CC3CO)c1 (stereo not drawn)	34%[activator]
CCNC(=O)[C@@H]1CCCN1[C@@H](C(=O)NC)c1ccccc1OC	32%[176 µM]
CC(=O)Nc1ccc(CN2CCN3C(=O)N(c4ccccn4)C[C@H]3C2)cc1	1%[176 µM]
Cc1ccnc(NC(=O)CCc2nc(C(C)(C)C)no2)c1	26%
CCCCN(CC)C(=O)CN1C(=O)NC(c2ccccc2)C2=C1COC2=O (stereo not drawn)	-9%
CN1CC(=O)N(C2CCCCC2)Cc2c(NCc3cccs3)ncnc21	?
COc1ccc(NC(=O)N[C@@H](CCSC)C(=O)O)c(OC)c1	10%
COc1cc(OC)c(-c2nnc3n(CCc4ccccc4)c(=O)c4ccccc4n23)cc1OC	3%
O=C(NC1CC1)[C@@H]1C[C@H](Oc2ccccc2)CN1C(=O)c1ccncc1	2%
CC1(COc2ccc3c(c2)ncn3-c2ccc3cccc(N4CCC(N)CC4)c3n2)COC1	2%[57.4 µM]
Fc1ccc(/C=N/Nc2c(Cl)cc(Cl)cc2Cl)cc1F	?
CC(C)(C)c1cc(N)c(O)c(Br)c1	?
Cc1occc1C(=O)N1CCC2(CCCN(CC3CCCCC3)C2=O)C1 (stereo not drawn)	-1%
Cn1c(=O)n(C)c2cc(N3CCOCC3)c(NC(=O)COc3ccc(Cl)cc3)cc21	13%
CC(C)=CC1C(C(=O)N(C)CC(N)=O)C1(C)C (stereo not drawn)	-34%
O=C(O)C[C@@H]1CCN(C(=O)c2cccs2)C[C@@H]1CCN1CCN(c2cccc(C(F)(F)F)c2)CC1	?
Cc1ccccc1C(=O)NC1CCCCC1	-67%
CCc1ccc(CNC(=O)c2sc3nc(C)nc(N4CCCC4)c3c2C)cc1	-22%
CCc1nc(-c2c3n(c(=O)n(CC(=O)c4ccc(Cl)cc4)c2=O)CCCC3)no1	?
Nc1nc2c(s1)C(c1c(Cl)cccc1Cl)CC(=O)N2 (stereo not drawn)	14µM*
Cc1cccc(C)c1-n1nnnc1SC(C(=O)N1CCOCC1)c1ccccc1 (stereo not drawn)	0%
Cc1ccc(C(C)(C)c2ccc(C(=O)O)cc2)cc1C	-12%
O=C(c1cc2ccccc2oc1=O)N1CCCC(C(F)(F)F)C1 (stereo not drawn)	4%
O=C(O)c1cccc(C2CCCN(C(=O)c3ccccc3-n3cccn3)C2)c1 (stereo not drawn)	0%
COC(=O)c1cc2c(c3c4cc(OC)ccc4n(S(=O)(=O)c4cccc(C)c4)c13)C(=O)N(Cc1ccccc1OC)C2	-18%
COc1ccc(CN(C)C(=O)C2CNCCO2)c2cccnc12 (stereo not drawn)	38%
COCCN1C(=O)c2cccn2CC1CNC(=O)Cc1c(C)noc1C (stereo not drawn)	-5%
Cc1ccc(-c2cc(-c3cccnc3)nc3c(C)noc23)c(C)c1	-29%[176 µM]
N#Cc1ccc(OCCBr)cc1	-19%
CC(C)c1nc2cc(NC(=O)C[C@H]3NC(=O)c4ccccc4NC3=O)ccc2n1C	30%
CCc1cc(=O)n(CC(=O)Nc2ccc(C(=O)OC)cc2)c(-c2ccccc2)n1	-24%
COCC(=O)N1C[C@@H](C)[C@@H](OC)CN(C)C(=O)c2ccc(NC(=O)c3cnccn3)cc2OC[C@H]1C	-27%

More records
Structure	12-LOX inh
Cn1c(=O)c2c(ncn2CC(O)c2cccc(F)c2)n(C)c1=O (stereo not drawn)	-5%
CN1CC(=O)N(C2CCCNC2)Cc2c(NC3CCCCCC3)ncnc21 (stereo not drawn)	?
COc1ccccc1C(=O)Nc1ccc([C@@H](O)[C@H]2COCC(=O)N2CC(C)C)cc1	39%[activator][176 µM]
O=C(COc1ccccc1)Nc1cccc(-c2nc3ccccc3o2)c1	1%
Cc1cc(C)c(NC(=O)C2C(=O)Nc3ccccc3C(=O)N2C(C)(C)C)c(C)c1 (stereo not drawn)	-26%
COc1ccccc1OCc1cc(C(=O)NCc2ccc3c(c2)OCO3)n[nH]1	64%[activator]
Cc1cc2nc(-c3ccccc3)c(-c3c(F)cc(F)cc3F)nc2cc1C	-2%
Cc1ccc(Cn2ccc(NC(=O)C3=CC(c4ccc(C)cc4)=NS(=O)(=O)N3C)n2)cc1	-3%
COc1cccc(N2CC(NC(=O)Nc3nc4c(C)cccc4s3)CC2=O)c1 (stereo not drawn)	-7%
CN(C(=O)c1ccc2oc(Cc3ccc(Cl)cc3)nc2c1)[C@H]1COC[C@@H]1O	8%
Cc1cc(C)n2nc(CC(=O)NC[C@@H]3C[C@H](F)CN3)nc2n1	72%[activator]
COC(=O)c1ccc(NS(=O)(=O)c2ccc3ccccc3c2)cc1	?
CCCCn1c(=N)n(CC(=O)c2ccc([N+](=O)[O-])cc2)c2ccccc21	?
CCCCN(C)C(=O)CSc1nc2ccsc2c(=O)n1-c1cc(F)cc(F)c1	?
Cc1c(C(=O)O)sc2ccsc12	?
COC(=O)c1sccc1S(=O)(=O)N(CC(=O)Nc1cccc(C)c1C)c1ccc(Cl)cc1	-7%
CNC(=O)NC(=O)Cn1c(=O)c2c(ncn2CCC(C)C)n(Cc2ccccc2)c1=O	?
O=C(NCCc1cccc(F)c1)C1CC(=O)N(c2n[nH]c3ccccc23)C1 (stereo not drawn)	21%
CC(C)C(=O)N1N=C(c2ccc(Cl)cc2)CC1c1ccc2nccnc2c1 (stereo not drawn)	1%
Cc1nc(C)c(C(=O)N2CCc3c(c(-c4nncn4-c4ccccc4)nn3C)C2)s1	2%
Cc1ccc(-c2nc(C3CC(=O)OC34CCCC4)n(CC(=O)O)n2)o1 (stereo not drawn)	?
COc1ccc(CNC(=O)c2cc3c(s2)CCN(C(=O)c2ccccc2)C3)cc1OC	35%[activator]
O=C1CCN(Cc2ccncc2)CCCC(c2nc(-c3cccnc3)no2)CCN1 (stereo not drawn)	48%[activator]
Cc1ccccc1NC(=O)CSc1ncc(-c2ccc(F)cc2)o1	-3%
S=C(Nc1ccccc1)N[C@H]1CO[C@H]2[C@@H]1OC[C@H]2OCc1ccccc1	?
COc1cccc(CN2CCCCCCNC(=O)CC2c2ccccc2)c1 (stereo not drawn)	46%[activator]
O=c1cc(C2CC(NC3CCC4(CCNCC4)CC3)C2)nc(C2CC2)[nH]1 (stereo not drawn)	?
CC(NC(=O)c1cccs1)C(=O)NCc1cccnc1 (stereo not drawn)	10%

An excerpt; the hit share may differ from the screen's.
